# GASC1 inh = inhibitors of human demethylase GASC-1 KDM4C; GST-KDM4C 2-372, H3K9me3 peptide, LANCE TR-FRET; inhibition, % at 12.5 µM; hit rate 0.15% among 96,000;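 active means mean replicate inhibition above about 25%, with at least 55% of replicates also reaching it, limit read from the data, passing the limit was not always enough; inconclusive means only one of those two conditions met; inactive means neither condition met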
# Target sequence (Q9H3R0 2-372 limits assumed): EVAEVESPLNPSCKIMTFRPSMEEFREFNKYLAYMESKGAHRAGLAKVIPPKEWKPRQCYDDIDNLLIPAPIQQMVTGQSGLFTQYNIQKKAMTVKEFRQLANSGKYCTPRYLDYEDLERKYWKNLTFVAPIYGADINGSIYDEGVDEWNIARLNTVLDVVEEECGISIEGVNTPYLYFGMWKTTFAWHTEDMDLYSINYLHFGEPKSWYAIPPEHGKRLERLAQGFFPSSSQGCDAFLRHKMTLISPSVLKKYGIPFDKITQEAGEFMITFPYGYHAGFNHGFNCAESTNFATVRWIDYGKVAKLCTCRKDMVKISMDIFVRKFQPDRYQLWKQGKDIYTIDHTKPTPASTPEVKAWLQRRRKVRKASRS
#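 Material: GST-tagged GASC-1 (JMJD2C) catalytic fragment, aa 2-372. Input: enzyme final amount 10 nM. Medium: HEPES buffer, pH 7.5, plus ascorbate. Reagent: H3K9me3 peptide substrate, Fe(II), 2-oxoglutarate. Doses: single dose. Times: reaction 30 min RT, detection step 1 h RT. Measured by: LANCE TR-FRET. Evaluation: Fall in 671/618 emission ratio as inhibition.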
# T cruzi growth = blocks T. cruzi growth in NIH3T3 culture; T. cruzi beta-gal in NIH3T3, GalScreen luminescence, 90 h; inhibition, % at 8.34 µM; hit rate 5.9% among 77,000; AID 624255;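 active means mean inhibition above about 93%, with at least 55% of replicates each passing it, limit read from the data, passing the limit was not always enough; inconclusive means only one of those two conditions holds; inactive means neither condition holds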
# Pf Dd2 growth = P. falciparum Dd2 growth inhibition | activity change, % at 10 µM | hit rate 2.3% among 94,000 | SYBR Green, 72 h; stronger effect = lower value; in the data active means activity change below about -80%; inconclusive means no clear call, values can overlap the other calls
# C diff HTS = inhibitors of Clostridium difficile growth; growth activity, negative = inhibition, % at 16 µg/mL (by protocol); Clostridium difficile clinical isolate growth, OD600, 24 h; stronger effect = lower value; AID 1259249; hit rate 0.25% among 86,000;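 active means mean growth activity at or below -80% and every replicate also at or below -80%; inconclusive means mean at or below -80% but some replicate above -80%; inactive means mean growth activity above -80%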;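 further: 0% = DMSO wells and -100% = levofloxacin 16 µg/mL wells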
# An asterisk follows results filed as active; ? = inconclusive; . = not tested or not shown; & = joins results of further samples.
# Order of values – GASC1 inh | T cruzi growth | Pf Dd2 growth | C diff HTS
- C[C@H](CO)N1C[C@H](C)[C@H](CN(C)S(=O)(=O)c2ccccc2)Oc2ccc(NC(=O)NC3CCCCC3)cc2C1=O
  -2.5 | . | 16 | -10
- Cc1cccc(S(=O)(=O)N2CCCCN3[C@H](CO)[C@@H](c4ccc(C#CC5CC5)cc4)[C@H]3C2)c1
  -0.9 | 94 | -32 | 41
- C[C@@H]1CN([C@H](C)CO)S(=O)(=O)c2ccc(C#CCN(C)C)cc2O[C@@H]1CN(C)C(=O)C1CCCCC1
  3.7 | . | -26 | -3
- COc1cccc(S(=O)(=O)N[C@@H]2CC[C@@H](CC(=O)NC3CCC3)O[C@H]2CO)c1
  1.2 | 14 | 18 | -2
- C[C@H](CO)N1C[C@H](C)[C@H](CN(C)C(=O)NC2CCCCC2)Oc2ccc(NC(=O)NC3CCCCC3)cc2C1=O
  -1.0 | 4 | 3 | -5
- O=C(Nc1ccc2c(c1)[C@@H]1C[C@H](CC(=O)N3CCOCC3)O[C@@H](CO)[C@@H]1O2)NC1CCCC1
  -2.7 | -48 | 4 | 2
- O=C1CN(S(=O)(=O)c2cccc(F)c2)C[C@@H]2[C@@H](c3ccc(C4=CCCC4)cc3)[C@H](CO)N12
  1.1 | . | -73 | -1
- C[C@H]1CN([C@@H](C)CO)C(=O)c2cc(NC(=O)Nc3ccc4c(c3)OCO4)ccc2O[C@@H]1CN(C)Cc1ccc(C(F)(F)F)cc1
  -0.6 | -3 | -3 | 0
- C[C@@H](NC(=O)C[C@@H]1C=C[C@@H](NC(=O)CN2CCOCC2)[C@H](CO)O1)c1ccccc1
  -1.6 | 12 | 15 | .
- C[C@@H]1CN([C@H](C)CO)C(=O)Cc2cc(NC(=O)Nc3cccc4ccccc34)ccc2O[C@@H]1CN(C)S(=O)(=O)c1ccc(F)cc1
  -4.1 | 36 | 50 | 20
- O=C(NCc1ccccc1)[C@@H]1[C@@H](CO)[C@@H]2Cn3c(cccc3=O)[C@@H]2N1C(=O)C1CC1
  0.6 | 4 | 5 | -4
- O=C(C[C@@H]1CC[C@@H]2[C@H](COC[C@H](O)CN2C(=O)c2ccncc2)O1)NCc1cccc(F)c1
  -0.1 | -68 | . | 8&2
- O=C(C[C@H]1CC[C@@H]2[C@H](COC[C@H](O)CN2C(=O)Nc2ccccc2)O1)NCCc1ccncc1
  0.0 | 66 | 7 | .
- C[C@H]1CN([C@@H](C)CO)S(=O)(=O)c2ccc(/C=C/c3ccccc3)cc2O[C@H]1CN(C)Cc1ccc(C(=O)O)cc1
  5.7 | 72 | -51 | 1
- CC=Cc1ccc2n(c1=O)C[C@@H]1[C@@H](CO)[C@H](C(=O)Nc3ccc(-c4ccccc4)cc3)[C@H]2N1CC (mixture of isomers)
  0.0 | . | -21 | -16
- N#Cc1ccc(-c2ccc([C@@H]3[C@@H](CO)N4C(=O)CN(C(=O)Cc5ccccc5)C[C@H]34)cc2)cc1
  -0.1 | . | -13 | -12
- O=C(NCc1cccc(F)c1)[C@@H]1[C@@H](CO)[C@@H]2Cn3c(cccc3=O)[C@H]1N2C(=O)c1cnccn1
  -0.4 | 22 | 5 | -6
- C[C@@H]1CN([C@H](C)CO)S(=O)(=O)c2ccc(C3=CCCCC3)cc2O[C@@H]1CN(C)C(=O)C1CC1
  -0.5 | 37 | 20 | -3
- COc1ccc(NC(=O)Nc2ccc3c(c2)C(=O)N([C@@H](C)CO)C[C@H](C)[C@@H](CN(C)Cc2ccc4c(c2)OCO4)OCCCC[C@H](C)O3)cc1
  0.0 | ? | -58 | 15
- CCCNC(=O)Nc1ccc2c(c1)C(=O)N(C)[C@@H]1CC[C@H](CC(=O)NCC3CCCCC3)O[C@H]1CO2
  1.2 | 22 | 1 | 6
- O=C(Nc1nccs1)[C@@H]1[C@@H](CO)[C@@H]2Cn3c(ccc(-c4ccncc4)c3=O)[C@@H]2N1CC1CCCC1
  0.2 | 77 | -5 | 7
- CCNC(=O)Nc1ccc2c(c1)C(=O)N(C)[C@H]1CC[C@@H](CC(=O)N[C@@H](C)c3ccccc3)O[C@H]1CO2
  0.2 | 30 | . | 8
- O=S(=O)(N[C@H]1CC[C@@H](CCn2cc(-c3cccc(F)c3)nn2)O[C@@H]1CO)c1ccc(F)cc1
  -0.2 | . | . | -5
- C[C@@H]1CN([C@H](C)CO)C(=O)c2cc(NS(=O)(=O)c3ccccc3)ccc2O[C@H]1CN(C)C(=O)Nc1ccc2c(c1)OCO2
  1.4 | -62 | 19 | 0
- CN1c2ccc(C3=CCCCC3)cc2[C@@H]2[C@@H](CCN2C(=O)C2CCC2)[C@@H]1CO
  -0.3 | . | -40 | 6
- O=C(c1ccc2c(c1)OCO2)N1C[C@H]2[C@@H](c3ccccc31)[C@H](CO)N2CC1CCCC1
  0.7 | 45 | -10 | 7
- Cc1ccc(S(=O)(=O)NCC[C@@H]2CC[C@@H](NC(=O)CC3CC3)[C@@H](CO)O2)cc1
  -0.2 | -2 | 4 | .
- C[C@@H]1CCCCO[C@H](CN(C)C(=O)Nc2ccc3c(c2)OCO3)[C@@H](C)CN([C@@H](C)CO)C(=O)c2cc(NC(=O)Cc3ccccc3)ccc2O1
  0.2 | 54 | -66 | 4
- C[C@H](CO)N1C[C@H](C)[C@@H](CN(C)Cc2ccc(C(=O)O)cc2)OCCCC[C@H](C)Oc2ccc(N(C)C)cc2C1=O
  3.4 | 18 | 22 | 0
- CN1C(=O)c2cc(NC(=O)NC3CCCC3)ccc2OC[C@@H]2O[C@@H](CC(=O)NCC3CC3)CC[C@@H]21
  3.6 | 0 | -14 | -1

# The list goes on:
Structure	GASC1 inh	T cruzi growth	Pf Dd2 growth	C diff HTS
CN(C)CC#Cc1ccc([C@@H]2[C@@H](CO)N3C(=O)CN(C(=O)Cc4cccnc4)C[C@@H]23)cc1	3.4	.	28	0
CCS(=O)(=O)N1CCCCN2[C@H](C1)[C@@H](c1ccc(C#Cc3ccccn3)cc1)[C@@H]2CO	-0.3	95	26	-9
COc1ccc2c3c(n(C)c2c1)[C@H](CO)N(C(=O)c1cccnc1)CC31CN(C)C1	0.1	.	3	-8
C[C@@H]1CN([C@H](C)CO)C(=O)c2cc(NS(=O)(=O)c3cccs3)ccc2O[C@@H](C)CCCCO[C@@H]1CN(C)Cc1ccc2c(c1)OCO2	-1.2	29	-44	9
COc1ccc2c3c([nH]c2c1)[C@@H](CO)N(Cc1ccccc1OC)CC31CN(C)C1	-0.2	.	-33	1
CCCNC(=O)[C@H]1[C@H](CO)[C@H]2Cn3c(ccc(-c4cccc(F)c4)c3=O)[C@@H]1N2C(=O)c1ccccn1	-0.8	64	4	-1
C[C@@H]1CN([C@@H](C)CO)C(=O)c2ccccc2-c2ccccc2CO[C@H]1CN(C)C(=O)[C@@H]1CCCN1C	-3.0	-67	15	-9
O=C(c1ccncc1)N1CC(=O)N2[C@H](C1)[C@H](c1ccc(/C=C/c3ccccc3)cc1)[C@@H]2CO	4.9	.	-11	-4
COc1ccc2c3c(n(C)c2c1)[C@H](CO)N(C(=O)Nc1ccc(F)cc1)CC31CCN(S(=O)(=O)c2cn(C)cn2)CC1	1.5	.	-57	0
COc1ccccc1C#Cc1cnc2c(c1)C(=O)N([C@@H](C)CO)C[C@@H](C)[C@H](CN(C)C(C)=O)O2	-2.6	66	-59	2
CO[C@H]1CN(C)C(=O)c2ccc(NC(=O)NC(C)C)cc2OC[C@@H](C)N(C(=O)CN(C)C)C[C@@H]1C	2.2	52	4	.
CO[C@@H]1CN(C)C(=O)c2ccc(NS(C)(=O)=O)cc2OC[C@H](C)N(Cc2ccccn2)C[C@@H]1C	1.6	12	-16	2
COc1ccc2c3c([nH]c2c1)[C@H](CO)N(C)CC31CN(S(=O)(=O)c2ccc(C)cc2)C1	0.8	.	-35	-14
COc1ccc2c3c([nH]c2c1)[C@@H](CO)N(C(=O)CN1CCOCC1)CC31CN(CC2CCCC2)C1	1.5	.	-21	5
CN1C(=O)c2cc(NS(=O)(=O)c3cccc(F)c3)ccc2OC[C@H]2O[C@H](CC(=O)O)CC[C@@H]21	-1.1	26	7	-2
C[C@H]1CCCCO[C@H](CN(C)C(=O)NC2CCCCC2)[C@@H](C)CN([C@@H](C)CO)C(=O)c2cc(NS(=O)(=O)c3cn(C)cn3)ccc2O1	-1.3	70	21	-1
C[C@@H]1CN([C@H](C)CO)C(=O)CCCn2cc(nn2)CO[C@@H]1CN(C)S(=O)(=O)c1cccc(F)c1	-0.5	30	-13	.
O=C(Nc1ccccc1F)N1CCCCN2[C@@H](CO)[C@H](c3ccc(C4=CCCC4)cc3)[C@@H]2C1	1.1	70	1	46
COc1cccc(NC(=O)C[C@@H]2CC[C@H]3[C@H](COc4ccc(NC(C)=O)cc4C(=O)N3C)O2)c1	3.2	54	-32	-4
C[C@@H]1CN([C@@H](C)CO)C(=O)c2cc(NS(C)(=O)=O)ccc2O[C@@H]1CN(C)S(=O)(=O)c1ccc(Cl)cc1	14	6	3	-2
C[C@H]1CN([C@@H](C)CO)C(=O)c2cc(NC(=O)CCC(F)(F)F)ccc2O[C@H]1CN(C)C(=O)Nc1ccc2c(c1)OCO2	1.1	23	-6	1
C[C@@H]1CN([C@@H](C)CO)C(=O)c2cccc(NC(=O)c3nc4ccccc4s3)c2O[C@@H]1CN(C)C(=O)Nc1cccc2ccccc12	0.7	41	-88*	.
C[C@@H](NC(=O)C[C@@H]1CC[C@@H]2[C@H](COC[C@H](O)CN2Cc2cc(F)ccc2F)O1)c1ccccc1	0.1	-9	-57	8&-3
CC(C)NC(=O)Nc1ccc2c(c1)C(=O)N([C@H](C)CO)C[C@H](C)[C@@H](CN(C)Cc1ccncc1)OCCCC[C@@H](C)O2	0.0	46	29	-2
COc1ccccc1CN1[C@@H](CO)[C@@H]2c3ccccc3N(C(=O)C3CCOCC3)C[C@@H]21	2.3	23	-1	-3
C[C@@H]1CN([C@@H](C)CO)S(=O)(=O)c2ccc(C#Cc3cccc(F)c3)cc2O[C@@H]1CN(C)C	-1.1	-12	-51	-5
COc1cccc(NC(=O)N2CC(=O)N3[C@H](CO)[C@@H](c4ccc(C#CC5CCCCC5)cc4)[C@@H]3C2)c1	-1.0	.	-47	73
C[C@H]1CN([C@@H](C)CO)C(=O)c2cc(-c3ccncc3)cnc2O[C@@H]1CN(C)C(=O)c1ccc(F)cc1	12	83	-30	10
COc1cccc(NC(=O)N(C)C[C@@H]2Oc3cc(C#Cc4ccncc4)ccc3S(=O)(=O)N([C@@H](C)CO)C[C@@H]2C)c1	-1.5	49	-79	9
COc1ccc(NC(=O)N(C)C[C@@H]2OCCCC[C@H](C)Oc3ccc(NS(C)(=O)=O)cc3C(=O)N([C@@H](C)CO)C[C@@H]2C)cc1	-0.7	57	-16	7
C[C@@H]1CN([C@@H](C)CO)C(=O)c2cccc(NC(=O)c3ccncc3)c2O[C@H]1CN(C)CC1CC1	-2.5	53	-35	8
COc1ccc(NC(=O)N(C)C[C@@H]2Oc3c(NS(=O)(=O)c4ccccc4)cccc3C(=O)N([C@@H](C)CO)C[C@@H]2C)cc1	0.4	-8	-25	.
C[C@H]1CN([C@@H](C)CO)C(=O)Cc2cc(NS(=O)(=O)c3cccs3)ccc2O[C@@H]1CN(C)C(=O)Nc1ccc(F)cc1	0.0	-9	1	-2
O=C1CN(S(=O)(=O)c2cccc(F)c2)C[C@@H]2[C@@H](c3ccc(-c4ccc(F)cc4)cc3)[C@@H](CO)N12	0.0	.	-26	-7
C[C@H]1CN([C@@H](C)CO)C(=O)c2cc(NC(=O)CCN3CCOCC3)ccc2O[C@@H]1CN(C)Cc1ccc(-c2ccccc2)cc1	8.4	-20	-6	-13
O=C1CN(S(=O)(=O)Cc2ccccc2)C[C@H]2[C@@H](c3ccc(C#Cc4ccccc4)cc3)[C@H](CO)N12	-1.3	.	-21	2
O=C(Nc1cc(F)ccc1F)N1CC(=O)N2[C@H](CO)[C@@H](c3ccc(-c4cccc(F)c4)cc3)[C@@H]2C1	-0.1	.	1	0
C[C@H](CO)N1C[C@H](C)[C@@H](CN(C)C(=O)CN(C)C)Oc2cc(-c3ccccc3)ccc2S1(=O)=O	-0.4	41	-56	4

# Compounds above that have an NH in an aromatic ring (3):
Structure	GASC1 inh	T cruzi growth	Pf Dd2 growth	C diff HTS
COc1ccc2c3c([nH]c2c1)[C@@H](CO)N(Cc1ccccc1OC)CC31CN(C)C1	-0.2	.	-33	1
COc1ccc2c3c([nH]c2c1)[C@H](CO)N(C)CC31CN(S(=O)(=O)c2ccc(C)cc2)C1	0.8	.	-35	-14
COc1ccc2c3c([nH]c2c1)[C@@H](CO)N(C(=O)CN1CCOCC1)CC31CN(CC2CCCC2)C1	1.5	.	-21	5
